Assay outcomes as filed in PubChem.
FXIIa inh = blocks human coagulation factor XIIa protease activity; P00748; purified FXIIa, Boc-QGR-AMC fluorogenic substrate, 2 h; inhibition, % at 5 µM; hit rate 0.3% among 220,000; AID 800; in the data active = inhibition above about 40%;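 note: 0% = enzyme with no compound and 100% = blank without enzyme; many of its hits are not listed in these tables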
Cl transport mod = modulates chloride dependent transport by human KCC2; KCC2 cells, thallium flux FluoZin-2 fluorescence; B-score of Tl+ flux slope (higher = more flux/activation; lower = inhibition) at 10 µM; hit rate 2.2% among 190,000; AID 1456;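 active = thallium flux slope and its plate-corrected score both differing from the plate sample mean at a set confidence after two filtering rounds, in either direction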;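 note: slope of fluorescence scaled to starting intensity during 10 to 20 s after thallium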
hK5 inh = kallikrein 5 (human) inhibition | Q9Y337 | AID 873 | inhibition, % at 5 µM | hit rate 0.59% among 210,000 | recombinant hK5, fluorogenic AMC substrate cleavage;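 active = inhibition of 40% or more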;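 note: 0% = enzyme controls without compound and 100% = no-enzyme blanks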
Target sequence (Q9Y337 67-293 limits assumed): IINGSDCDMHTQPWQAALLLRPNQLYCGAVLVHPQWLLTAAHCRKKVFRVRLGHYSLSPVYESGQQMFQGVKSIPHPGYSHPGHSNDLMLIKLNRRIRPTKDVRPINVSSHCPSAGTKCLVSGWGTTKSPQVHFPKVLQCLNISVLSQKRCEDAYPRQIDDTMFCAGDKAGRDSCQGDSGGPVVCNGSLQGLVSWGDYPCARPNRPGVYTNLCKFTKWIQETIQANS
Furin inh = human furin inhibition. purified furin, fluorogenic substrate cleavage. inhibition, % at 30 µM. hit rate 0.061% among 220,000. AID 463115; in the data active = inhibition above about 25%; note: inactives centre near -15
PERK inhibitor = blocks human PERK kinase | CHO PERK-DD fusion, SEAP luminescence translation reporter | inhibition, % at 5.6 µM | hit rate 0.17% among 220,000;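 active = inhibition above the mean inhibition of all tested compounds plus 3 SD, set separately per screening campaign, cut at about 2.9% in these data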;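 note: PERK kinase domain activated by AP20187 dimerizer at 100 nM; 0% = DMSO with dimerizer and 100% = rapamycin at 8.4 µM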
FXIa inh 1536 = inhibitors of human coagulation factor XIa | P03951 | purified FXIa, Boc-Glu-Ala-Arg-AMC fluorogenic substrate | inhibition, % at 5 µM | hit rate 0.14% among 220,000;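 active = inhibition of at least 40%; inactive = inhibition below 40%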;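 note: fluorescence of freed AMC excited at 355 nm; 0% = enzyme without compound and 100% = no enzyme blank; many of its hits are not listed in these tables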
Target sequence (P03951 19-387 limits assumed): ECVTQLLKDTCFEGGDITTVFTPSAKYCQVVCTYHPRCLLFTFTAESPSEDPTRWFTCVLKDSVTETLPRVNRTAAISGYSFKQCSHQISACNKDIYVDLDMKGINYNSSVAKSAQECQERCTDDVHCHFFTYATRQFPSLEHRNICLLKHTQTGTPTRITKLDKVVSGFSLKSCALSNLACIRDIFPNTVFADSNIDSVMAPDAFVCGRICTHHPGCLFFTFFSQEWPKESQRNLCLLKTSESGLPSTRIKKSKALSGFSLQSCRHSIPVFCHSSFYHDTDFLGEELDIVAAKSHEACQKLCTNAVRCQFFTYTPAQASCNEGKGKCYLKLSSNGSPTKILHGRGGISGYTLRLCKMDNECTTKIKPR
Target sequence (P03951 388-625 limits assumed): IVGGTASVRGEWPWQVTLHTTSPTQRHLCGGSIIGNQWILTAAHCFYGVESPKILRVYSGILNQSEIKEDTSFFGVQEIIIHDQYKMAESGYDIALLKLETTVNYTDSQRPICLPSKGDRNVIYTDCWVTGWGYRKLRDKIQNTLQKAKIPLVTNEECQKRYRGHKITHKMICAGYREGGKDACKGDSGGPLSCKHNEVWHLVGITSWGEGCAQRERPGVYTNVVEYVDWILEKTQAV
Rad51 HR inh = Rad51 (human) homologous recombination inhibition; hRad51 DNA strand exchange, fluorescence dequenching; hit rate 0.085% among 200,000; AID 1385; inhibition, % at 10 µM;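 active = inhibition above 40% at the single screening dose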;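 note: 0% = DMSO control wells and 100% = blanks with heterologous ssDNA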
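Test system – preformed human Rad51 ssDNA filaments · Reagent – Donor/quencher-labelled 47-bp dsDNA substrate · Incubation – 37 °C 15-min filament assembly, 30-min compound preincubation, 15-min exchange · Signal – FRET fluorescence dequenching, excitation 485 nm, emission 520 nm · Read-out – percent inhibition from fluorescence, normalised to plate control and blank means · Benchmarks – plate control and blank wells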
thrombin 1536 = inhibitors of human thrombin. inhibition, % at 5 µM. AID 1046. P00734. alpha-thrombin, Boc-VPR-AMC fluorogenic substrate cleavage. hit rate 0.26% among 220,000;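 active = inhibition at or above 40%; inactive = inhibition below 40%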;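 note: 0% = enzyme with no compound and 100% = wells without enzyme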
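Material: human alpha-thrombin protein; Also added: Boc-VPR-AMC substrate, 15 µM final; Timing: enzyme reaction carried out at room temperature; Signal: fluorescence, ex 355 nm, em 460 nm; Measure: % inhibition of thrombin; Controls: enzyme without compound as high, wells lacking enzyme as low.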
m-calpain inh = calpain II (pig) inhibition; hit rate 0.37% among 220,000; inhibition, % at 16 µM; purified calpain II, fluorogenic peptide substrate, 30 min;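 active = inhibition above about 50%, limit read from the data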
* hit, by the source's call; i = inactive; x = no result given; [ ] = remark or other dose.

SMILES	FXIIa inh	Cl transport mod	hK5 inh	Furin inh	PERK inhibitor	FXIa inh 1536	Rad51 HR inh	thrombin 1536	m-calpain inh
COc1ccc(N2CCN(C3CC(=O)N(c4ccc5c(c4)OCCO5)C3=O)CC2)cc1 (stereo unspecified)	24	1.4	-6	3	0.4	5	3	2	-14
Cc1cc(C)n2c(SCc3cccs3)nnc2n1	2	0.23	1	-16[20 µM]	0.5	-1	2	-8	1
O=C(CC1SC(=Nc2ccc3c(c2)OCCO3)NC1=O)Nc1ccc(F)cc1F (stereo unspecified)	1	-1.1	-12	-7	0.2	-6	14	-12	13
CC(C(=O)c1c[nH]c(C(N)=O)c1)c1ncc(C(F)(F)F)cc1Cl (stereo unspecified)	-3	0.69	-4	-26	0.6	0	7	-10	-5
CSc1ccc(/C=C/C(=O)OCC(=O)NC(C)C)cc1	-1	-0.84	-5	-36	0.8	-7	15	2	i
CC1CN(c2nc3c(c(=O)n(Cc4ccc(Cl)c(Cl)c4)c(=O)n3C)n2C)CC(C)O1 (stereo unspecified)	18	0.016	-11	-3	-2.0	2	6	1	2
O=C(Nc1cc(S(=O)(=O)N2CCOCC2)ccc1N1CCOCC1)c1cc(=O)[nH]c2ccccc12	5	0.19	2	-27	0.0	-2	3	-14	-25
CC(C)N1CCCC(CNC(=O)CCc2nnc(CCCCc3ccccc3)o2)C1 (stereo unspecified)	3	0.79	1	-19	0.5	-1	1	-4	-14
N#C/C(=C\c1cn(Cc2ccc(F)cc2)c2ccccc12)C(=O)NCc1ccco1	12	0.98	-1	-14	0.5	6	x	4	-92
Cc1[nH]n(-c2ccccc2)c(=O)c1C=Nc1cnc2ccccc2c1	5	2.5	1	-16[20 µM]	0.8	1	6	2	-311
CS(=O)(=O)Nc1ccccc1C(=O)N1CCCC1	6	-0.58	-19	-21[20 µM]	2.4	-10	5	-12	-4
Cn1c(CCC(=O)OCC(=O)Nc2ccc(Oc3ccccc3)cc2)nc(=O)c2ccccc21	27	-0.79	4	-24	2.1	22	x	5	10
O=C(Nc1cccc(Cl)c1)N1CCC(CO)(CCOc2ccccc2)CC1	10	x	x	-27	1.7	-2	-15	1	2
O=C(O)/C=C/C(=O)N(Cc1ccccc1)Cc1ccco1	8	0.31	6	-22	0.7	3	-1	-10	4
O=C(/C=C/c1ccc(Cl)cc1)N(c1ccccn1)C1CCCCC1	5	-1	-17	3	-0.7	1	-6	-6	26
O=C(CCCOc1ccccc1)NCCc1ccccc1	2	-1	-4	-17	1.2	-4	12	-11	-6
CC(C)CCNC(=O)NC(=O)CSc1nnc(-c2ccccc2Br)o1	4	0.86	-2	0[20 µM]	0.1	5	-3	3	47
CCc1ccc(C(=O)CSc2n[nH]c(C)n2)cc1	15	0.83	-21	-19	0.6	8	1	0	-11
COc1ccc(/C=N/NC2=NCCCCC2)c(OC)c1	14	-1.1	3	1	-0.2	10	-19	-10	-336
Cc1nn(CCC(=O)NNC(=S)NCC(C)C)c(C)c1Br	9	1.3	-1	-12[20 µM]	-1.1	4	4	-2	11
CCC(C)(C)NC(=O)CN(C(=O)CCC(=O)Nc1cc(C)ccn1)c1ccc2c(c1)OCCO2	-2	-0.016	-4	-21	-0.5	-7	x	-6	9
O=C1/C(=C/c2ccccn2)SC(=S)N1CCc1ccccc1	13	0.25	4	-25	1.0	4	x	-3	-22
COc1ccc(CN(C(=O)c2ccco2)c2ccc(C)cc2)cc1OC	17	-0.59	-9	-23	-1.1	3	2	4	-12
CSc1nc2cc(C)nn2c(-c2ccc(C(C)(C)C)cc2)c1C#N	-1	0.59	-6	-11	2.4	-5	-7	-9	-48
CN(C(=O)COC(=O)/C=C/c1ccc(S(=O)(=O)N2CCc3ccccc32)cc1)C1CCS(=O)(=O)C1 (stereo unspecified)	6	0.78	-6	-23	1.3	2	8	-1	-43

Reprinted at random: six compounds from above.
SMILES	FXIIa inh	Cl transport mod	hK5 inh	Furin inh	PERK inhibitor	FXIa inh 1536	Rad51 HR inh	thrombin 1536	m-calpain inh
CCC(C)(C)NC(=O)CN(C(=O)CCC(=O)Nc1cc(C)ccn1)c1ccc2c(c1)OCCO2	-2	-0.016	-4	-21	-0.5	-7	x	-6	9
CCc1ccc(C(=O)CSc2n[nH]c(C)n2)cc1	15	0.83	-21	-19	0.6	8	1	0	-11
O=C(Nc1cc(S(=O)(=O)N2CCOCC2)ccc1N1CCOCC1)c1cc(=O)[nH]c2ccccc12	5	0.19	2	-27	0.0	-2	3	-14	-25
CS(=O)(=O)Nc1ccccc1C(=O)N1CCCC1	6	-0.58	-19	-21[20 µM]	2.4	-10	5	-12	-4
Cc1cc(C)n2c(SCc3cccs3)nnc2n1	2	0.23	1	-16[20 µM]	0.5	-1	2	-8	1
CSc1nc2cc(C)nn2c(-c2ccc(C(C)(C)C)cc2)c1C#N	-1	0.59	-6	-11	2.4	-5	-7	-9	-48

(more compounds)
SMILES	FXIIa inh	Cl transport mod	hK5 inh	Furin inh	PERK inhibitor	FXIa inh 1536	Rad51 HR inh	thrombin 1536	m-calpain inh
COc1cc2c(cc1OC)-c1cc(NC3CCCCC3)nc(=O)n1CC2	20	x	6	-181	-0.5	4	3	3	-48
O=C1c2ccccc2C(O)(c2ncc[nH]2)N1C1CCCCC1 (stereo unspecified)	13	x	-27	-12	1.4	-7	-3	-15	-57
Nc1nnc(SCc2ccccc2F)n1-c1ccccc1	7	5.4	-24	-19[20 µM]	-0.4	-5	12	-1	9
CNC(=O)CSc1cn(CC(=O)N(C(C)C)C(C)C)c2ccccc12	0	-0.19	-2	-4	0.1	-5	10	-6	-12
O=c1cc(-c2ccccc2)nc(SCc2ccc(Cl)cc2)[nH]1	20	x	-21	-16	1.7	7	6	3	6
Cn1cc(C(=O)N/N=C/c2ccc(Br)c([N+](=O)[O-])c2)c2ccccc21	5	-0.25	4	-24	0.8	2	25	-1	-5
c1ccc2c(c1)Cn1nnnc1-2	9	0.053	-12	-18	1.1	-6	-2	1	15
CC(C)c1ccc(Nc2nnns2)cc1	7	-0.7	-2	-22	1.4	-5	x	-11	-14
CCCCC(c1nnnn1CCOC)N1CCN(C)CC1 (stereo unspecified)	14	0.96	-9	-13[20 µM]	0.1	8	-3	0	14
Cn1cc(C(=O)N2CCc3ccccc3C2)c(=O)c2cc(S(=O)(=O)N3CCOCC3)ccc21	7	0.11	-3	-6	0.0	1	-9	8	37
O=C(NCc1ccco1)c1ccc(N2CCOCC2)c([N+](=O)[O-])c1	6	0.79	-6	-9	0.1	3	18	-4	8
COc1ccccc1-c1c(NC(=O)C(C)C)n(C)c2ccccc2c1=O	5	-0.094	-5	-10	1.6	0	32	-1	-45
COCc1cc(C)nc(OCC(=O)N/N=C/c2ccccc2O)c1C#N	2	0.64	-9	-8	0.8	0	14	-10	-31
C=C(C)CSc1ncc(-c2cccc(C(F)(F)F)c2)cn1	-7	0.95	-2	-13[20 µM]	2.0	-5	4	-5	21
O=C(Cn1c(-c2cncs2)nc2ccccc21)NCc1ccccc1	19	-2	8	-9[20 µM]	-0.5	2	-1	3	-11
O=C(O)c1sccc1S(=O)(=O)c1ccccc1	14	-0.43	8	-27	1.7	2	-3	3	-16
CCc1nc(C)c(C#N)c2cc(OC)c(OC)cc12	20	0.92	-20	-25[20 µM]	0.4	-1	0	5	-85
CCN1CCN(CCNC(=O)c2ccc(CS(=O)(=O)c3c(Cl)cccc3Cl)o2)CC1	9	x	-10	-8	-2.0	0	1	-5	9
O=C1C(NS(=O)(=O)c2cccs2)=C(N2CCN(Cc3ccccc3)CC2)C(=O)c2ccccc21	4	-1.7	0	-8	-1.5	3	x	-5	-26
CNC(=S)NNC(=O)c1sccc1C	0	0.68	0	-15	-0.1	-11	-9	-8	8
Nc1nc2n(n1)C(c1cccc(Br)c1)CC(c1ccccc1)N2 (stereo unspecified)	7	-0.56	-18	-15	0.2	0	-1	-6	-22
O=C(NC1CC1)c1ccc(CSCc2cccc(F)c2)o1	14	x	-13	-12	0.3	2	3	-1	-35
O=C(NCC(=O)N(c1ccccc1)C(C(=O)NC1CCCC1)c1cccnc1)c1ccco1 (stereo unspecified)	16	0.44	-6	8[20 µM]	0.7	9	3	2	-9
FC(F)(F)c1cc(-c2ccccc2)nc(-n2cncn2)n1	15	x	1	-22	0.3	2	x	0	-5
Cc1cccc2cc(CN(CC3CCCO3)C(=O)NC3CCCCC3)c(=O)[nH]c12 (stereo unspecified)	10	-0.11	5	-14	-0.6	4	4	-1	15
SMILES	FXIIa inh	Cl transport mod	hK5 inh	Furin inh	PERK inhibitor	FXIa inh 1536	Rad51 HR inh	thrombin 1536	m-calpain inh
Cc1c(C)n(C(=O)CSc2nncn2C)c2ccccc12	8	-0.42	-3	-13	0.0	2	-3	-6	-3
CCOC(=O)CC(=O)CSc1nc2ccc(OC)cc2cc1C	7	0.41	0	-16	-0.8	0	x	-1	26
Cc1ccc(Cn2ccc(NC(=O)c3cc(C4CC4)on3)n2)cc1	4	-0.018	-3	-11	-0.6	-3	-9	-3	6
CCOC(=O)C1=C(C)N(c2ccccc2)C(=O)NC1c1cccc([N+](=O)[O-])c1 (stereo unspecified)	13	0.015	-5	0	-0.6	4	x	1	20
COc1cc(S(=O)(=O)NCC2CCCO2)ccc1Br (stereo unspecified)	13	-0.15	5	-14[20 µM]	0.0	2	-12	2	13
CCCCNC(=O)CCNC(=O)c1ccc(C(C)(C)C)cc1	-10	0.34	1	-26[20 µM]	-0.5	8	-5	-5	-11
Cc1ccc(C2=Nc3ccccc3NC(C)(c3ccc(C)o3)C2)o1 (stereo unspecified)	2	-1.2	-1	-18[20 µM]	-0.3	2	-6	-7	-27
Cc1ccc2[nH]c(=O)c(CN(C(=O)c3cccc([N+](=O)[O-])c3)C(C)C)cc2c1	7	0.097	0	-6	-1.1	3	x	-4	-23
NC(N)=NS(=O)(=O)c1ccc(NC(=S)NC(=O)c2ccccc2)cc1	2	0.2	-3	-12	0.1	-3	-2	-7	-6
Cc1ccc(F)cc1NC(=O)C1CCCN(c2ncccn2)C1 (stereo unspecified)	13	-0.17	-12	-18[20 µM]	0.9	10	2	4	-31
COC(=O)N/N=C/c1ccc(OC(=O)c2ccco2)c(OC)c1	2	0.014	0	-22	1.7	0	20	-1	-4
COc1ccc(NC(=O)c2cccc(OC(=S)N3CCOCC3)c2)cc1	4	0.97	-4	-15	-0.8	-5	5	-3	-10
C=CCNC(=O)CCCOc1cccc(C)c1	-16	x	17	-23	0.8	-10	-2	-7	14
CC1CCC/C(=C\Nc2ccc(C(=O)O)c(O)c2)C1=O (stereo unspecified)	3	0.44	0	2	-0.8	3	-3	0	-2
CCOC(=O)c1cnc(-n2cc(C)cn2)nc1Nc1ccccc1OC	2	-0.6	0	-6[20 µM]	0.4	7	-2	0	1
C=CCn1c(SCC(=O)NCc2ccc3c(c2)OCO3)nc2scc(-c3ccc(F)cc3)c2c1=O	6	-0.27	1	-1[20 µM]	0.1	6	-5	1	6
CCC(C)(C)NC(=O)Cc1ccccc1OC	6	x	-2	-15[20 µM]	0.3	0	-6	0	-25
COCCn1c(SCC(=O)N2CCc3ccccc3C2)nc2cc(Cl)ccc2c1=O	4	-0.48	-20	-5	-0.2	5	3	-12	1
O=C(Cc1ccccc1)N/N=C/c1cc(Br)cc(Cl)c1O	x	-1.1	-1	-29	1.3	-1	3	-4	-297
CCC(=O)c1ccc(OCC(O)CN2C(=O)NC(C)(C)C2=O)cc1 (stereo unspecified)	11	0.65	-8	-5	x	1	13	-2	-8

This is a subset; count on the stated rates, not on these rows.
